RAD52 inh = RAD52 DNA annealing inhibitors, primary screen, biochemical, FRET, single point, set 2 | inhibition, % at 18.7 µM | DNA repair protein RAD52 homolog (Homo sapiens), P43351 | recombinant RAD52 DNA annealing, FRET fluorescence | actives 0.46% (n = 360,000);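 active = every replicate showing at least 50% inhibition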
RAD54 branch = inhibitors of human RAD54 branch migration, primary screen, biochemical, fluorescence, single point; actives 0.14% (n = 360,000); RAD54 Holliday junction branch migration, FAM/BHQ fluorescence; inhibition, % at 10.4 µM; AID 602329, 2012; DNA repair and recombination protein RAD54-like (Homo sapiens), Q92698;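 active = mean normalized replicate activity at least 40 and at least half of replicates scoring 40 or more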;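 also: 0% = median of neutral control wells and 100% = median of positive control wells; inhibitors cause a drop in the FAM fluorescence signal; in these data hits start at about 50%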
esBAF inh = Bmi1 luciferase reporter increase in mESCs, primary screen, esBAF inhibitor project, mouse ES cells, Bmi1 luciferase knock-in, single point | 24 h; 100% = twice the neutral-well signal | reporter increase, % at 12.5 µM | AID 602393, 2012 | actives 2% (n = 350,000); in the data active = activation above about 40%;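 also: 0% = median of the plate's neutral control wells and 100% = double that signal; a rise in the Bmi1 reporter signal indicates esBAF inhibition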
S100A4 inh HTS = inhibitors of S100A4-myosin IIA peptide binding, primary screen, biochemical, fluorescence polarization, TAMRA-MyoIIA peptide; inhibition, % at 10.7 µM; actives 0.14% (n = 360,000);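 active = mean inhibition of at least 70% across replicates, with every replicate also reaching that level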
Target sequence (P26447 whole entry, looked up): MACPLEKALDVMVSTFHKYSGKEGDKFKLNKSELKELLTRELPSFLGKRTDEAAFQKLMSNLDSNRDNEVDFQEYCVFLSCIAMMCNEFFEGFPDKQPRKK
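Test system: S100A4 monomer protein; Medium: HEPES pH 7.2 with CaCl2, KCl, NaCl, DTT, Triton; Probe or stimulus: TAMRA-labelled myosin IIA heavy-chain peptide probe, 5 nM; Doses: one dose per compound; Times: polarization read 5 min after assay mix addition, stable 5–60 min; Benchmarks: neutral control DMSO, positive control TFP.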
Xi reactivation = activators of inactive X chromosome reactivation, primary screen, imaging, XiGFP fibroblasts, GFP high-content imaging, set 2 | XiGFP mouse fibroblasts, % GFP-positive cells imaging, 3 d; cells co-treated with 5-aza-dC sensitizer; scaled so ellipticine positive control = 100% | activation, % at 7.58 µM | actives 0.055% (n = 360,000) | AID 743238, 2013;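 active = mean normalized replicate activation at least 10% and every replicate at or above 10%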;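 also: 0% = median of on-plate neutral control wells and 100% = ellipticine 6 µM median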
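Assay system – SV40-immortalized XiGFP fibroblast cells, line 68-5-11 · Buffer or medium – DMEM supplemented with 5-aza-dC as sensitizing agent · Dosing – one concentration, pinned · Benchmarks – positive control ellipticine, 6 µM final · Times – 3 days compound exposure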
E-sel inducer = E-selectin induction in HUVECs, primary screen, imaging, HUVEC, immunofluorescence imaging, single point; normalized: neutral wells 0, TNF-alpha wells 100; activation, % at 7.58 µM; actives 0.37% (n = 260,000); AID 686992, 2013;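 active = mean E-selectin-positive cell signal at least 10% of the positive control, reached in at least 60% of replicates, without over 20% cell loss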;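 also: in these data hits start at about 27%; measured in HUVEC primary endothelial cells; signal is the percent of cells scored E-selectin positive by PE staining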
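Assay system: HUVEC primary endothelial cells. Input: 3,000 HUVEC seeded per well. Doses: one compound dose added by pin transfer. Read-out basis: % PE-positive cells. Benchmarks: TNF-alpha high, DMSO low. Detection: immunofluorescence imaging. Buffer or medium: EGM-2, gelatin.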
ERp5 block = inhibitors of ERp5-driven insulin aggregation, primary screen, biochemical, turbidity, absorbance 650 nm, single point; Protein disulfide-isomerase A6 (Homo sapiens), Q15084; 90 min; inhibition, % at 9.99 µM; actives 0.05% (n = 350,000); AID 651711, 2012;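 active = mean replicate inhibition above about 25%, with every replicate also reaching it, limit read from the data, passing the limit was not always enough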
ERAP1 inh = human ERAP1 aminopeptidase inhibitors, primary screen, biochemical, single point, plate reader | AID 652197, 2013 | Endoplasmic reticulum aminopeptidase 1 (Homo sapiens), Q9NZ08 | actives 0.15% (n = 340,000) | inhibition, % at 10.7 µM | recombinant ERAP1, Leu-AMC fluorescence, 60 min;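 active = mean replicate inhibition of at least 30%, or all replicates individually reaching that 30% level; inactive = mean below 30% and not every replicate reaching it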;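 also: 0% = neutral control wells and 100% = L-leucinethiol positive control wells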
Target sequence (Q9NZ08 whole entry, looked up): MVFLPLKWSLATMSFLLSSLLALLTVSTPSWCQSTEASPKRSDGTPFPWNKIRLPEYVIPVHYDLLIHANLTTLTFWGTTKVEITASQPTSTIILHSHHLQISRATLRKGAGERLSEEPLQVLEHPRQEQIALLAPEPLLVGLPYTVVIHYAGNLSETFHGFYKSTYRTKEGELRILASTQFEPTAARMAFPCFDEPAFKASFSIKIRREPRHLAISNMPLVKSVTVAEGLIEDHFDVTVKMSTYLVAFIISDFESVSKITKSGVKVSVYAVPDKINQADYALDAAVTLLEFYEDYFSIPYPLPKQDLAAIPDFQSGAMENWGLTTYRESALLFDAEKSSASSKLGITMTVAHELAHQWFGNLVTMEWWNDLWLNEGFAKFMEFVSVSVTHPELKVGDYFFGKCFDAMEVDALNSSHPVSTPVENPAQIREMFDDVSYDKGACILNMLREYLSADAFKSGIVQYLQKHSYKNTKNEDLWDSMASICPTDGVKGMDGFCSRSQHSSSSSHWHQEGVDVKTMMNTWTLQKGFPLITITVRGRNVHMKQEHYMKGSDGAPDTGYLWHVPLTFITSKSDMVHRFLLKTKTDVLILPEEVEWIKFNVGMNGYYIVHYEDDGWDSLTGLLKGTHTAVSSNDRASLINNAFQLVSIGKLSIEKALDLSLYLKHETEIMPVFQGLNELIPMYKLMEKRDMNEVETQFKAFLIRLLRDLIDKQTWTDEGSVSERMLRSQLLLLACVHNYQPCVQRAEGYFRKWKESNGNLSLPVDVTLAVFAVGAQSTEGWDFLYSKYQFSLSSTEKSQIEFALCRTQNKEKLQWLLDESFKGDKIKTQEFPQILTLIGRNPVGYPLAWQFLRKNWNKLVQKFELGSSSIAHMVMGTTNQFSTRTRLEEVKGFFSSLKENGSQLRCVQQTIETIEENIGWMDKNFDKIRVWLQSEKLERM
* marks the source's active call; other numbers are inactive results; · = no result given; & = joins results of further samples.

Letters: A = RAD52 inh; B = RAD54 branch; C = esBAF inh; D = S100A4 inh HTS; E = Xi reactivation; F = E-sel inducer; G = ERp5 block; H = ERAP1 inh
> CN(C)N1C(=O)CC(C)(c2ccc([N+](=O)[O-])cc2)C1=O (centres undefined)
  A: -4	B: -8	C: 0	D: -3	E: -0.3	F: -0.1	G: -2	H: -3
> COCCCC1CCN(Cc2nc(Cc3ccccc3Cl)no2)CC1
  A: -33	B: ·	C: ·	D: 1	E: 0.0	F: ·	G: 2	H: -1
> CCS(=O)(=O)N1Cc2cc(C(=O)O)nc(-c3cccc(-c4ccc(C#N)cc4)c3)c2[C@@H]1CCO
  A: -12	B: ·	C: ·	D: 4	E: 0.1	F: ·	G: -4	H: 1
> O=S(=O)(Cc1ccccc1)N1CCCCN2[C@@H](CO)[C@H](c3ccc(C#Cc4ccccc4)cc3)[C@@H]2C1
  A: -12	B: 13	C: ·	D: 4	E: 0.0	F: -0.3	G: 1	H: -1
> Cc1ccc2nsnc2c1S(=O)(=O)Nc1ccccc1C(=O)O
  A: 3	B: ·	C: -7	D: -1	E: 0.1	F: ·	G: 2	H: -3
> C[C@H](CO)N1C[C@H](C)[C@@H](CN(C)C(=O)Nc2ccc(C(F)(F)F)cc2)OCCCC[C@H](C)Oc2ccc(NC(=O)Nc3ccc4c(c3)OCO4)cc2C1=O
  A: 11	B: 2	C: 13	D: -11	E: 0.2	F: 0.6	G: 2	H: -3
> COc1ccc(S(=O)(=O)Nc2ccc3c(c2)C(=O)N([C@H](C)CO)C[C@H](C)[C@@H](CN(C)C(=O)Cc2ccccc2)OCCCC[C@H](C)O3)cc1
  A: 9	B: 0	C: 4	D: 1	E: -0.1	F: 0.5	G: 0	H: -2
> CC(=O)NC[C@H]1[C@@H](c2ccc(-c3ccccc3F)cc2)[C@@H](CO)N1C(C)=O
  A: -13	B: -3	C: -4	D: -6	E: 0.2	F: -0.1	G: -1	H: 3
> C[C@@H]1CN([C@H](C)CO)S(=O)(=O)c2ccc(-c3ccncc3)cc2O[C@@H]1CN(C)Cc1ccc(Oc2ccccc2)cc1
  A: -17	B: -9	C: -15	D: 11	E: -0.4	F: 0.3	G: -2	H: 3
> C[C@H](CO)N1C[C@H](C)[C@@H](CN(C)Cc2ccc(C(F)(F)F)cc2)Oc2ccc(NC(=O)CCCN(C)C)cc2CC1=O
  A: 28	B: 11	C: -1	D: 0	E: 0.1	F: -5.6	G: 0	H: -1
> CN1C(=O)C2CC(O)C(SC3CC4C(=O)N(C)C(=O)C4CC3O)CC2C1=O (centres undefined)
  A: -4	B: ·	C: ·	D: -8	E: 0.3	F: 0.0	G: 10	H: 2
> COc1ccc2c3c([nH]c2c1)[C@H](CO)N(Cc1cccc(Cl)c1)CC31CCN(C)CC1
  A: 19	B: ·	C: ·	D: 6	E: 0.2	F: 1.8	G: -1	H: -1
> Cn1cnnc1SCC(=O)c1ccco1
  A: 4	B: -22	C: -9	D: 4	E: ·	F: ·	G: 4	H: -1
> O=C(NCC1CCN(Cc2ccccc2F)CC1)Nc1ccccc1F
  A: -18	B: -14	C: -8	D: -9	E: 0.0	F: ·	G: 3	H: 1
> Cc1ccc(NC(=O)c2cccc(S(=O)(=O)N3CCCC3)c2)nc1
  A: -2	B: -5	C: ·	D: -1	E: 0.2	F: ·	G: -3	H: 0
> CC(C)c1ccc(OCC(=O)NC2CC(C)(C)NC(C)(C)C2)c(Br)c1
  A: 4	B: -5	C: -6	D: -4	E: 0.1	F: -0.3	G: -2	H: -1
> COc1ccc(CC(=O)NCC2CCCN(Cc3ccc(OC(F)(F)F)cc3)C2)cc1 (centres undefined)
  A: -13	B: -6	C: 0	D: -7	E: 0.1	F: ·	G: -1	H: -3
> O=C(CSc1nnc(C2CC2)n1CC1CCCO1)Nc1cccc(Cl)c1 (centres undefined)
  A: -7	B: -2	C: -1	D: -5	E: 0.1	F: 0.7	G: 1	H: -2
> O=C(COc1ccc(S(=O)(=O)N2CCCC2)cc1)Nc1ccc(F)cc1
  A: -12	B: 4	C: -5	D: -5	E: 0.4	F: 24	G: 0	H: 0
> COC(=O)c1ccc(OCC(O)CN2CCN(CC(O)COc3ccc(C(=O)OC)cc3)CC2)cc1 (centres undefined)
  A: -3	B: 19	C: -1	D: 1	E: 0.0	F: ·	G: 2	H: 0
> C[C@@H]1CN([C@@H](C)CO)C(=O)Cc2cc(NC(=O)Cc3ccccc3)ccc2O[C@H]1CN(C)S(=O)(=O)c1ccccc1
  A: -14	B: 5	C: 0	D: -14	E: 0.1	F: -0.1	G: -4	H: 0
> CC1(c2nnnn2-c2ccc3c(c2)OCCO3)CCC(=O)N1C1CCN(Cc2ccccc2)CC1 (centres undefined)
  A: -13	B: ·	C: ·	D: -11	E: 0.0	F: 2.3	G: -5	H: ·
> Cc1cc(C)n(CC(=O)c2cccc([N+](=O)[O-])c2)n1
  A: -2	B: -1	C: 10	D: -4	E: 0.0	F: 5.2	G: -4	H: 0
> C[C@H]1CN([C@@H](C)CO)C(=O)c2cccc(NC(=O)Nc3cccc4ccccc34)c2O[C@@H]1CN(C)C(=O)Nc1ccc2c(c1)OCO2
  A: -6	B: 4	C: 1	D: -11	E: -0.9	F: -0.1	G: -16	H: -2
> Cc1nc(SCC(=O)Nc2ccc3[nH]c(=O)[nH]c3c2)nc(C)c1C
  A: -5	B: 5	C: -1	D: 0	E: 0.0	F: ·	G: -5	H: 1
> CCCc1oc(C(=O)O)cc1CN
  A: -3	B: 8	C: -10	D: 0	E: ·	F: ·	G: 0	H: 0
> N#CNC(=Nc1cccc(F)c1)SCc1cccc(F)c1
  A: -3	B: ·	C: ·	D: -5	E: 0.0	F: -0.4	G: -3	H: 12
> O=C(O)/C=C/c1ccc(S(=O)(=O)N2CCN(CCN3C(=O)C4C5C=CC(C5)C4C3=O)CC2)cc1 (centres undefined)
  A: -6	B: 8	C: ·	D: 14	E: 0.2	F: ·	G: 12	H: 1
> Cc1cccc(C)c1Nc1nnc(SCC(=O)Nc2sccc2C#N)s1
  A: -14	B: ·	C: ·	D: 2	E: 0.1	F: ·	G: 1	H: -1
> Cc1ccc(C)c(NC(=O)CN(C)C(=O)c2cccc(S(=O)(=O)N(C)C)c2)c1
  A: -16	B: 4	C: 1	D: -2	E: 0.1	F: 0.7	G: 0	H: -2
> Cc1ccc(SCC(=O)Nc2cc(S(=O)(=O)N3CCCCC3)ccc2C)cc1
  A: -30	B: -2	C: 6	D: -1	E: 0.0	F: ·	G: 13	H: 1
> CC1CCCN(C(=S)SCC(=O)c2cc(Br)cc(Br)c2O)C1 (centres undefined)
  A: -5	B: ·	C: ·	D: -33	E: 0.1	F: 0.3	G: 4	H: 17
> Cc1nn(C)c2ncc(C(N)=O)c(Oc3cccnc3)c12
  A: -5	B: ·	C: ·	D: -3	E: 0.3	F: ·	G: 3	H: -4
> CCCN(Cc1nnc(-c2cccs2)o1)C(=O)c1cc(S(=O)(=O)N2CCOCC2)ccc1C
  A: -13	B: -4	C: 3	D: 1	E: 0.4	F: 7.2	G: -2	H: -1
> CN(Cc1cccs1)C(=O)c1cc(S(=O)(=O)N2CCOCC2)ccc1N1CCCC1
  A: -11	B: -13	C: 6	D: -2	E: 0.3	F: ·	G: -3	H: -3
> Cc1cc(C)cc(NS(=O)(=O)c2cc(Br)cnc2N)c1
  A: -4	B: 6	C: -2	D: 0	E: 0.1	F: ·	G: 4	H: 2
> Cc1ccccc1NC(=O)CCS(=O)(=O)c1ccc(Br)cc1
  A: -14	B: 0	C: 0	D: -5	E: 0.0	F: -0.2	G: 2	H: -8
> COc1ccc(N2CCN(C(=O)C(=O)c3cn(CC(=O)N4CCCCCC4)c4ccccc34)CC2)cc1
  A: -25	B: 12	C: 5	D: -6	E: 0.1	F: -0.5	G: -4	H: 0
> CN1C2CCC1CC(N(CCc1ccccc1)C(=O)c1ccc(Cl)cc1)C2 (centres undefined)
  A: -3	B: 8	C: 0	D: 4	E: 0.2	F: ·	G: 0	H: 2
> O=C1[C@@H]2C(c3cccnc3)=NO[C@@H]2C(=O)N1c1ccc(Cl)cc1Cl
  A: -30	B: ·	C: ·	D: -1	E: 0.9	F: 0.2	G: -3	H: 3
> O=C(CC1CC2CCC1C2)Nc1nc(-c2ccccn2)cs1 (centres undefined)
  A: -19	B: ·	C: ·	D: -5	E: -0.1	F: 2.8	G: -1	H: 1
> O=C(NCc1ccccc1)C1=C[C@@H](c2ccc(C(F)(F)F)cc2)C[C@@H](OCCCCO)O1
  A: -54&-20	B: 10	C: 1	D: -5&-38	E: -0.2	F: 0.4	G: 4&-1	H: 1&-4
> CCN(CC)CCCN(Cc1cc2cc3c(cc2[nH]c1=O)OCO3)C(=S)NCCOC
  A: 15	B: 3	C: -9	D: 3	E: 0.0	F: ·	G: 4	H: -1
> C[C@H]1CN([C@@H](C)CO)C(=O)Cc2cc(NC(=O)Cc3cn(C)c4ccccc34)ccc2O[C@H]1CN(C)Cc1ccc(-c2ccccc2)cc1
  A: -10	B: ·	C: -8	D: -1	E: 0.0	F: 0.1	G: 2	H: -2

8 entries already listed, sorted by SMILES length, smallest number first:
Letters: A = RAD52 inh; B = RAD54 branch; C = esBAF inh; D = S100A4 inh HTS; E = Xi reactivation; F = E-sel inducer; G = ERp5 block; H = ERAP1 inh
> Cc1cc(C)n(CC(=O)c2cccc([N+](=O)[O-])c2)n1
  A: -2	B: -1	C: 10	D: -4	E: 0.0	F: 5.2	G: -4	H: 0
> O=C(CSc1nnc(C2CC2)n1CC1CCCO1)Nc1cccc(Cl)c1 (centres undefined)
  A: -7	B: -2	C: -1	D: -5	E: 0.1	F: 0.7	G: 1	H: -2
> CCN(CC)CCCN(Cc1cc2cc3c(cc2[nH]c1=O)OCO3)C(=S)NCCOC
  A: 15	B: 3	C: -9	D: 3	E: 0.0	F: ·	G: 4	H: -1
> O=C1[C@@H]2C(c3cccnc3)=NO[C@@H]2C(=O)N1c1ccc(Cl)cc1Cl
  A: -30	B: ·	C: ·	D: -1	E: 0.9	F: 0.2	G: -3	H: 3
> COC(=O)c1ccc(OCC(O)CN2CCN(CC(O)COc3ccc(C(=O)OC)cc3)CC2)cc1 (centres undefined)
  A: -3	B: 19	C: -1	D: 1	E: 0.0	F: ·	G: 2	H: 0
> CC(=O)NC[C@H]1[C@@H](c2ccc(-c3ccccc3F)cc2)[C@@H](CO)N1C(C)=O
  A: -13	B: -3	C: -4	D: -6	E: 0.2	F: -0.1	G: -1	H: 3
> CCS(=O)(=O)N1Cc2cc(C(=O)O)nc(-c3cccc(-c4ccc(C#N)cc4)c3)c2[C@@H]1CCO
  A: -12	B: ·	C: ·	D: 4	E: 0.1	F: ·	G: -4	H: 1
> C[C@H]1CN([C@@H](C)CO)C(=O)c2cccc(NC(=O)Nc3cccc4ccccc34)c2O[C@@H]1CN(C)C(=O)Nc1ccc2c(c1)OCO2
  A: -6	B: 4	C: 1	D: -11	E: -0.9	F: -0.1	G: -16	H: -2
